# Source: PubChem
# Pf growth 48h: Primary qHTS for delayed death inhibitors of the malarial parasite plastid, 48 hour incubation; P. falciparum luciferase growth in erythrocytes, 48 h; Potency, µM (series often up to 28.7 µM), without a hit: top-dose activity change, negative = inhibition, most hits filed as inhibitors; hit rate 5.9% among 310,000; AID 504832, 2011; also: potency is read from the fitted curve at half-maximal effect; % is scaled to controls: 0 for no effect and ±100 for the full control effect
#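 Read-out is firefly luciferase luminescence from an integrated reporter in P. falciparum, so falling signal marks reduced parasite growth. Infected erythrocytes were at 2% hematocrit and 0.1% parasitemia (final) in Albumax-supplemented RPMI 1640.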
# Pf growth 96h: Primary qHTS for delayed death inhibitors of the malarial parasite plastid, 96 hour incubation | P. falciparum luciferase reporter growth, 96 h | Potency, µM (doses to about 28.7 µM), inactives show at the highest dose activity change, negative = inhibition, usual class: inhibitors | hit rate 6.9% among 320,000; also: potency is read from the fitted curve at half-maximal effect; % is scaled to controls: 0 for no effect and ±100 for the full control effect
#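 Two parasite generations (96 h, 37 C, 5% CO2) of compound exposure in infected erythrocytes (0.05% parasitemia, 2% hematocrit). Luciferase-reporter P. falciparum; decreased luminescence indicates inhibited growth, aimed at apicoplast-acting delayed death.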
# FBPA Giardia inh: qHTS Assay for Inhibitors of Fructose-1,6-bisphosphate Aldolase from Giardia Lamblia; hit rate 0.71% among 290,000; AID 2451, 2010; purified Giardia FBPA; A8B2U2; Potency, µM (highest dose often 59.6 µM), for the others: at the highest dose activity, negative = inhibition, hits mostly inhibitors; also: potency is read from the fitted curve at half-maximal effect; % is scaled to controls: 0 for no effect and ±100 for the full control effect; nearly all actives have a fitted effect of over 55% in size
# Target sequence (A8B2U2 whole entry, looked up): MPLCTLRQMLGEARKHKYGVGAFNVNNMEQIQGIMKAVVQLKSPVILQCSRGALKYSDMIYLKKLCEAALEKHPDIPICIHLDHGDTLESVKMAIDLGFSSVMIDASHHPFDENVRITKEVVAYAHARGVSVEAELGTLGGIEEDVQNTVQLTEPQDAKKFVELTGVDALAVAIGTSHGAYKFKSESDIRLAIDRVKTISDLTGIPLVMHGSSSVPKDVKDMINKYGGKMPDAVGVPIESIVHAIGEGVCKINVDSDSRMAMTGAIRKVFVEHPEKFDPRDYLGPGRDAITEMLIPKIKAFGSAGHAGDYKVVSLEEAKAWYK
#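 Giardia FBPA (40 nM reagent) was preincubated 10 min at RT with compound (up to 57.5 uM final), then substrate plus GAPDH/TPI/NAD/arsenate coupling system with diaphorase/resazurin was added; resorufin fluorescence (525/598 nm) was read after 20 min.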
# Sm TGR block: qHTS Assay for the Inhibitors of Schistosoma Mansoni Peroxiredoxins. hit rate 3% among 360,000. Potency, µM (top dose mostly 114 µM), for the others: at the highest dose activity change, negative = inhibition, hits mostly inhibitors. Schistosoma mansoni thioredoxin glutathione reductase (TGR), Q962Y6. AID 485364, 2010. purified TGR, DTNB reduction, TNB absorbance 405 nm; also: potency is read from the fitted curve at half-maximal effect; % is scaled to controls: 0 for no effect and ±100 for the full control effect; nearly all actives have a fitted effect of over 60% in size
#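 TGR 20 nM + NADPH 100 uM (dispensed conc.), cpd preinc 15 min RT; start with NADPH (500 uM addition) then DTNB (15 mM addition). Kinetic TNB absorbance, 405 nm filter. Four-parameter Hill fit across titration.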
# Shiga inhibitor: A qHTS for Small Molecule Inhibitors of Shiga Toxin | AID 2315, 2010 | Vero cells, Shiga toxin protein synthesis inhibition reporter | hit rate 9.2% among 290,000 | inhibition, % at 38.7 µM; in the data active = inhibition mostly above about 28%, no sharp cut-off; inactive = mostly below about 43%; also: 0% is about no effect
# CHX counter: Cycloheximide Counterscreen for Small Molecule Inhibitors of Shiga Toxin | cell reporter, cycloheximide protein synthesis inhibition counterscreen | max response, % | hit rate 12% among 300,000; in the data active = max response mostly above about 13%, no sharp cut-off; inactive = mostly below about 14%; also: read at 38.3 µM for the half of the compounds with a filed dose; 0% is about no effect
# * hit, by the source's call; ? = inconclusive; nt = no result given; & = joins results of further samples; [ ] = another dose, or the depositor's remark. Unless noted, calls follow the shape of the dose curve; as a rule, active = well fitted curve in the direction sought with a large enough effect; inconclusive = small, poorly fitted or top-dose-only effect, or another doubt; inactive = no such curve, though single readings can be large; an effect the other way counts as inactive or inconclusive. Compounds as they come. About 24% of those tested had a hit in this group.
SMILES,Pf growth 48h,Pf growth 96h,FBPA Giardia inh,Sm TGR block,Shiga inhibitor,CHX counter
CCSc1nnc(-c2ccc(OC)cc2)o1,208%[activator],74%[activator],-1%,2%,98*,56*
Cn1c(=O)c(C(=O)COC(=O)c2cc(C(F)(F)F)nc3ccccc23)c(N)n(Cc2ccccc2)c1=O,12µM*,?,6%&-12%,-20%,-10,-5
CCN(CC)c1ccc(C(=C2C=CC(=[N+](CC)Cc3cccc(S(=O)(=O)[O-])c3)C=C2)c2ccc(N(CC)Cc3cccc(S(=O)(=O)O)c3)cc2)cc1,nt,nt,?,nt,-12,-4
COc1ccc(N(C(C)=O)S(=O)(=O)c2cccs2)cc1,10%,28%,0%,-16%,-4,-3
CCOC(=O)CSc1nc(N)c(C(=O)Nc2ccc(N(C)C)cc2)s1,-5%,?,-9%,-23%,-15,-4
CC(Oc1ccc2c(c1)c1ccnc3c4ccccc4c(=O)n2c13)C(=O)NCCN1CCOCC1 (stereo not drawn),4.7µM*,4.1µM*,1%,-4%,-11,-4
COC(=O)c1ccc(NC(=O)CO/N=C2\CCCc3nonc32)cc1,20%,?,-12%,1%,-4,2
Fc1ccc(CNCc2ccccc2Cl)cc1,3%,20%,?,1%,24,14
C=CCn1c(-c2ccccc2)cc(SC)c(C#N)c1=O,14%,-11%,6%,6%,-8,6
CCN(C(=O)C1CCCO1)c1ccccc1 (stereo not drawn),-1%,?,8%,2%,31,-2
Nn1c(Cc2ccccc2F)nnc1SCCOc1ccc(Cl)cc1,-4%,-10%,0%,9%,0,1
COc1ccc(CCN(C)C(=O)c2ccc(C)c(S(=O)(=O)N3CCCCC3)c2)cc1OC,?,?,nt,-3%,nt,nt
CC(=O)Oc1cccc(C(=O)Nc2ccccc2NC(=O)c2cccc(OC(C)=O)c2)c1,-12%,?,-8%,-14%,-8,5
CN1CCNC(=O)C1CC(=O)N1CC=C(c2ccc(F)cc2)CC1 (stereo not drawn),78%[activator],?,-7%,89%[activator],-3,-1
OCCN1CCN(CC(O)COc2ccc3c(c2)OCO3)CC1 (stereo not drawn),-3%,6%,-2%,1%,-9,-4
CCCCn1c(SCC(=O)c2ccc3c(c2)NC(=O)CO3)nc2cc(S(N)(=O)=O)ccc21,-24%,?,?,-34%,-10,0
COc1ccccc1NC(=O)CSc1nc2ccccc2n1C(C)=O,-3%,0%,-7%,1%,20,9
CC1(C)Cc2c(C#N)c(NCCO)nc(-c3ccco3)c2CO1,?,?,0%,3.5µM*,-15,1
COc1cc(/C=N/NC(=O)c2cc(O)cc(O)c2)ccc1OC(=O)c1ccccc1,-20%,?,-9%,-7%,-7,-3
Cc1nnc(N/N=C/c2cccs2)[nH]c1=O,?,?,-7%,-16%,4,-2
CC(C)(C)C(=O)CN1C2=NCCN2c2ccccc21,1%,-4%,-6%,0%,-6,-2
CCn1c(O)c(N=Nc2ccc(Cl)c(C(=O)O)c2)c2ccccc21,0%,3%,12%,-9%,1,12
Cc1nnc(-c2ccccc2)c[n+]1[O-],8%,20%,1%,11%,16,1
COc1cccc(-c2cccc(NC(=O)C3CCN(Cc4ccc(C)o4)CC3)c2)c1,-23%,-32%,nt,50µM*,-1,12
C=CCN,nt,nt,-2%,nt,2,-2

# Random excerpt: seven records from the list.
SMILES,Pf growth 48h,Pf growth 96h,FBPA Giardia inh,Sm TGR block,Shiga inhibitor,CHX counter
C=CCN,nt,nt,-2%,nt,2,-2
COc1cc(/C=N/NC(=O)c2cc(O)cc(O)c2)ccc1OC(=O)c1ccccc1,-20%,?,-9%,-7%,-7,-3
COc1cccc(-c2cccc(NC(=O)C3CCN(Cc4ccc(C)o4)CC3)c2)c1,-23%,-32%,nt,50µM*,-1,12
CN1CCNC(=O)C1CC(=O)N1CC=C(c2ccc(F)cc2)CC1 (stereo not drawn),78%[activator],?,-7%,89%[activator],-3,-1
COc1ccc(N(C(C)=O)S(=O)(=O)c2cccs2)cc1,10%,28%,0%,-16%,-4,-3
CC(=O)Oc1cccc(C(=O)Nc2ccccc2NC(=O)c2cccc(OC(C)=O)c2)c1,-12%,?,-8%,-14%,-8,5
COc1ccc(CCN(C)C(=O)c2ccc(C)c(S(=O)(=O)N3CCCCC3)c2)cc1OC,?,?,nt,-3%,nt,nt

# More compounds follow:
SMILES,Pf growth 48h,Pf growth 96h,FBPA Giardia inh,Sm TGR block,Shiga inhibitor,CHX counter
COC(=O)C1=C(c2ccc(C(C)=O)cc2)C[C@@H]2CC[C@H]1N2C(=O)NCc1ccc(F)cc1,?,?,nt,-16%,nt,nt
COc1c(S(=O)(=O)n2nc(C)cc2C)ccc(Cl)c1Cl,-32%,?,-3%,4%,-10,1
COc1ccc(NC(=O)c2cc(-c3cccs3)on2)cc1OC,-5%,-15%,11%,0%,36,24*
O=C(NC(=S)NNS(=O)(=O)c1ccc(Cl)cc1)c1cccnc1,-13%,8%,-14%,nt,-3,-2
Cn1ncc(Cl)c1C(=O)NNC(=O)Nc1cccc2ccccc12,4%,?,nt,-1%,2,16
COc1cc(CC(NC(C)=O)C(=O)NC2CCN(C(=O)c3ccc(C)cc3)CC2)cc(OC)c1 (stereo not drawn),-5%,-38%,nt,-5%,-11,-5
O=C(O)c1cc(C(=O)O)cc(-c2ccc(/C=c3/sc4nc5ccccc5n4c3=O)o2)c1,-10%,-9%,?,-25%,23,-2
NC(=O)[C@H]1CC2(CC(c3cccc(NC(=O)CC(c4ccccc4)c4ccccc4)c3)=NO2)CN1C(=O)C(c1ccccc1)c1ccccc1 (stereo partly drawn),10µM*,13µM*,-2%,-2%,-4,-2
CC1CC/C(=N/Nc2ccccc2)C(=O)N1 (stereo not drawn),18%,31%[activator],-6%,-17%,25,16
COc1ccc(CN(C)C(=O)CNC(=O)c2ccc(C)cc2)cc1,?,?,-5%,1%,-3,8
COCCN(C(=O)CCC(=O)Nc1ccccn1)C(C(=O)NCCC(C)C)c1ccc(F)cc1 (stereo not drawn),22%,-21%,4%,-4%,-5,-2
Cc1ccc(/C=N/n2cnc3sc4c(c3c2=O)CCCC4)o1,47%[activator],-2%,-9%,?,20,2
CCOc1ccc(C(=O)NCC(=O)NCC(c2cccs2)N2CCOCC2)cc1 (stereo not drawn),0%,0%,nt,-24%,nt,nt
CC(OC(=O)CN1C(=O)NC2(CCCCC2C)C1=O)c1ccccc1 (stereo not drawn),?,4%,nt,-7%,nt,nt
COc1ccc(C(N)CCc2ccco2)cc1 (stereo not drawn),-14%,?,-19%,-17%,18,4
C=C(C)Cn1c(C(C)NC(=O)CCC)nc2ccccc21 (stereo not drawn),-9%,?,6%,1%,6,3
O=C(NCCc1nnc2ccc(SCC(=O)N3CCCC3)nn12)c1ccc(F)cc1,-11%,?,8%,2%,17,-2
NC(=O)c1ccccc1OCC(=O)NS(=O)(=O)c1ccccc1,6%,nt,11%,-7%,-4,1
CC(C)(C)C(=O)NCc1ccc(C(=O)CN2C(=O)NC3(CCCC3)C2=O)s1,?,?,nt,34%,nt,nt
Cc1coc(C)c1C(=O)CC1(O)C(=O)N(C)c2ccc(Cl)cc21 (stereo not drawn),?,169%[activator],1%,nt,-6,-5
Cc1cccc(NC(=S)N2CCOCC2)c1C,1%,11%,-10%,-6%,0,-2
COc1ccc(N2C(=O)C3C(C2=O)C(C(=O)c2ccc(Cl)cc2)N2CCCC32)cc1 (stereo not drawn),?,?,-25%,25µM*,90*,34*
CN(C)CCOC(=O)C12CC3CC(C1)CC(C(=O)OCCN(C)C)(C3)C2,66%[activator],98%[activator],-5%,9%,-4,1
COc1ccc(-c2c/c(=N\c3nc(-c4ccccc4)c(C)s3)c3ccccc3o2)cc1O,?,nt,-2%,-9%,-4,-2
Clc1cccc(-c2ccc3ncnc(NCc4ccc5c(c4)OCO5)c3c2)c1,6.6µM*,1.5µM*,nt,4%,nt,nt
SMILES,Pf growth 48h,Pf growth 96h,FBPA Giardia inh,Sm TGR block,Shiga inhibitor,CHX counter
O=C(O)c1cc(N/N=C/c2ccc(OCc3ccccc3)cc2)ccc1Cl,353%[activator],247%[5.75 µM],9%,-1%,149*,72*
CCCn1c(COc2ccccc2)nc2ccccc21,?,?,15%,-19%,11,8.3*
CCOC(=O)c1cnc2ccc(OC)cc2c1NCc1ccccc1,12µM*,?,-21%,-1%,-10,-2
CC(C)(C)OC(=O)N1Cc2ccccc2C[C@H]1C(=O)NCC(=O)NCC1CCCO1 (stereo partly drawn),14%,25%,3%,-1%,-10,1
COCCNC(=O)c1cc(-c2ccccc2)n(CC2CC(c3ccc(OC)cc3)=NO2)n1 (stereo not drawn),-29%,?,nt,-1%,nt,nt
COc1cc(/C=C(/C#N)C(=O)Nc2ccccc2)c(Br)cc1OCc1ccc(C(=O)O)cc1,0%,11%,10%,-7%,11,7
c1ccc2c(-c3nn4nnnc4c4ccccc34)cccc2c1,nt,9%,-7%,4%,-8,8
O=C(N/N=C/c1cccn1-c1ccc([N+](=O)[O-])cc1)C(O)c1ccccc1 (stereo not drawn),13%,0%,1%,-28%,-8,-2
CCNc1nc(NCC)n2c(SCC(=O)c3ccc(C(C)C)cc3)nnc2n1,-3%,-8%,2%,-7%,-9,-1
O=C(O)C1CCCN1C(=O)Nc1ccc(Cl)cc1 (stereo not drawn),-12%,?,10%,1%,-11,-5
Cc1nnsc1C(=O)NC1CCCc2c1cnn2-c1ccc(C(C)(C)C)cc1 (stereo not drawn),?,?,-3%,2%,28,5
CC(C)NC(=O)c1ccc(Sc2ccccc2)c([N+](=O)[O-])c1,-13%,-15%,?,0%,4,2
CN1C(=O)N(C)C(=O)C2(Cc3cc([N+](=O)[O-])ccc3N(C)C2c2ccccc2)C1=O (stereo not drawn),-18%,0%,-3%,-16%,-12,-5
COc1ccc(CC(=O)NCC2CCCN(Cc3ccccc3Cl)C2)cc1 (stereo not drawn),-17%,184%[activator],18%,-7%,-8,-3
Cn1c(CNC(=O)CNC(=O)Cc2ccc(Cl)cc2)cc(=O)n(C)c1=O,-23%,?,nt,2%,8,-2
COc1ccc2cc(C(N)=O)/c(=N\NC(=O)c3ccccc3)oc2c1,26%,39%[activator],0%,5%,68*,44*
O=C(NNC(=O)c1cc(-c2ccc(Cl)cc2Cl)nc2ccccc12)Nc1ccccc1,?,?,-2%,0%,-12,-1
Cc1cccc(OCCCC(=O)Nc2ccc(S(=O)(=O)Nc3onc(C)c3C)cc2)c1,30%,-18%[5.75 µM],17%,0%,16,-2
CCN1CCN(CC(=O)c2cc(Cl)ccc2Cl)CC1,?,?,-3%,18µM*,-3,11
Cn1cc(CN2CCC(C(=O)Nc3cccc(-c4cccc(F)c4)c3)CC2)cn1,-26%,?,nt,-2%,-13,-4
CCOC(=O)C1(CC2CC2)CCN(Cc2cn[nH]c2-c2cccc(F)c2)CC1,?,-29%,-3%,-6%,20,-3
Cc1cc(C)n2nc(C(=O)Nc3ccc(S(=O)(=O)N4CCCCC4)cc3)nc2n1,?,nt,6%,-15%,-17,-2
CCS(=O)(=O)NCc1cn2c(C)csc2n1,8%,265%[activator],0%,7%,21,2
CCN(CC(=O)Nc1ccc2c(c1)OCCO2)Cc1cc(=O)oc2c(C)c(C)ccc12,?,1%,-1%,-11%,-4,9.1*
CC1(C)c2ccccc2N(CC(N)=O)C12C=Cc1ccccc1O2 (stereo not drawn),?,-21%,-7%,-9%,6,-1
CCc1nn(CC(=O)N2CCCCCC2)c(=O)c2cc3ccccc3n12,-3%,-23%,2%,0%,-6,-2
